# Assay outcomes as filed in PubChem BioAssay.
# CHO parental Ca = signal in parental CHO cells, OX1R antagonist counter-screen; parental CHO-K1, ATP-induced calcium, Fluo-8 fluorescence; inhibition, % at 5.6 µM; actives 0.63% (n = 330,000); AID 463079;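 active = inhibition above that plate's mean sample inhibition plus 3 SD, cut at about 26% in these data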;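 also: 0% = ATP-challenged DMSO wells and 100% = DMSO wells without ATP; some compounds past the cut are filed as inactive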
#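 Assay system: parental CHO cells; Read-out basis: percent inhibition of ATP-evoked calcium rise, normalized to controls; Benchmarks: ATP and no-ATP DMSO wells; Compound dosing: single nominal dose of 5.6 µM per compound; Signal: Fluo-8 calcium dye fluorescence; Also added: ATP as calcium-mobilizing challenge; Repeats: singlicate.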
# OXTR potentiate = potentiators of human oxytocin receptor | actives 0.061% (n = 320,000) | P30559 | CHO-OTR cells, Fluo-8 calcium fluorescence, potentiator mode; 0% = oxytocin EC15, 100% = EC100 | activation, % at 3 µM;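 active = activation above that plate's cutoff, the mean activation of tested compounds plus 3 SD, cut at about 6.6% in these data, passing the limit was not always enough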;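 also: 100% uses oxytocin at 75 nM as the full agonist control; some results filed as inactive read as strong as hits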
#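 Material: human OTR in CHO cells. Compound: 3.0 µM, one dose. Timing: compound 6 min at room temperature before oxytocin, 100 s read. Evaluation: % activation of max/min ratio relative to oxytocin controls. Replication: single well per compound, singlicate. Signal: Fluo-8 calcium dye fluorescence.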
# TAAR1 ag = human TAAR1 agonism. actives 0.99% (n = 360,000). CHO RD-HGA16 TAAR1, Fluo-8 calcium fluorescence; vehicle wells 0%, saturating PEA agonist 100%. activation, % at 3 µM. AID 624467. Q96RJ0;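 active = activation above the mean activation of all test compounds in the run plus 3 SD, cut at about 38% in these data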
#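 System: CHO-derived RD-HGA16 cells with stable Gα16 and human TAAR1 / Times: 17-24 h plating, Fluo-8 75 min 37 °C, 30 min RT / Technique: calcium-sensitive Fluo-8 signal, excitation 470-495, emission 515-575 nm / Measure: % activation relative to PEA EC100 response / Benchmarks: DMSO and PEA EC100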
# V1aR counter = counter-screen for oxytocin receptor agonists: human V1a receptor agonists. CHO-V1R cells, Fluo-8 calcium fluorescence, agonist mode; 0% DMSO, 100% 3 nM vasopressin. activation, % at 3 µM. actives 0.25% (n = 320,000). AID 2797;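 active = activation above the mean activation of all tested compounds plus 3 SD, per screening run, cut at about 20% in these data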;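 also: signal is peak over basal fluorescence ratio across a 100 second FLIPR read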
# Target sequence (P37288 whole entry, looked up): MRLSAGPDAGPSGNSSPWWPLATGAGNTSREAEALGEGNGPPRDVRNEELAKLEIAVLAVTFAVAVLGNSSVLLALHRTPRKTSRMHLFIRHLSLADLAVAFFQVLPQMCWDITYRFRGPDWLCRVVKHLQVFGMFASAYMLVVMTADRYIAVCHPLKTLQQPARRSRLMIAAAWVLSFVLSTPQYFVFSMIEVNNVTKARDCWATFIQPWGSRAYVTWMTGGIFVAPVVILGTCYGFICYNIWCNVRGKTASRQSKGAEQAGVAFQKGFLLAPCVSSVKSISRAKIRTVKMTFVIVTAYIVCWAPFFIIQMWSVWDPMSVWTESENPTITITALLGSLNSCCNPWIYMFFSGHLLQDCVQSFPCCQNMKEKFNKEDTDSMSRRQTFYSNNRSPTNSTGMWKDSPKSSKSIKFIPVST
# M1 ag = activates human CHRM1 receptor; AID 588814; P11229; CHO-K1 hM1, Fluo-8 calcium fluorescence, agonist mode; 0% DMSO, 100% acetylcholine EC100; actives 0.33% (n = 360,000); activation, % at 3 µM;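 active = activation above the run's mean compound activation plus 3 SD, cut at about 16% in these data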;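 also: peak over basal fluorescence ratio within a 140 s kinetic read after compound addition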
# Target sequence (P11229 whole entry, looked up): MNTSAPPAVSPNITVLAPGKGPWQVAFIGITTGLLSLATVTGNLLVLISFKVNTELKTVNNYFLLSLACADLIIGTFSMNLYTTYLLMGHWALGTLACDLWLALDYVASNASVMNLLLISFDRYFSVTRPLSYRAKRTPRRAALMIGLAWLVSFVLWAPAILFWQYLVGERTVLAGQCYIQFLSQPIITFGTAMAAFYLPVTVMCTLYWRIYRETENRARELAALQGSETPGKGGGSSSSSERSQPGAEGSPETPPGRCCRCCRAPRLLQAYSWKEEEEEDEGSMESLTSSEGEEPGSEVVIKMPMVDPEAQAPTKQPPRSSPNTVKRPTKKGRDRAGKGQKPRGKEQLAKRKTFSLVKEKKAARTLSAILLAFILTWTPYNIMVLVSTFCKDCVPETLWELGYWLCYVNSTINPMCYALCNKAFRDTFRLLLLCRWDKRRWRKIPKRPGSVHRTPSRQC
# CHO-K1 Ca antag = counter-screen for M1 antagonists: effect in parental CHO-K1 cells | ATP-induced calcium, Fluo-8 fluorescence | inhibition, % at 3 µM | actives 0.6% (n = 360,000);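 active = inhibition above a per-plate cutoff, the plate's mean sample inhibition plus 3 SD, cut at about 24% in these data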;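 also: 0% = DMSO plus EC80 ATP and 100% = DMSO alone without ATP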
# TAAR1 antagonist = antagonists of human TAAR1 | actives 1.5% (n = 360,000) | Q96RJ0 | CHO RD-HGA16 TAAR1, Fluo-8 calcium fluorescence, antagonist | inhibition, % at 3 µM;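 active = inhibition above a per-plate cutoff, the mean inhibition of test compounds on that plate plus 3 SD, cut at about 49% in these data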;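 also: 0% = DMSO plus EC80 beta-PEA response and 100% = DMSO alone without agonist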
#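 Material: RD-HGA16 CHO cells with stable hTAAR1 and Gα16; Dosing: single nominal final test compound concentration of 3 µM; Schedule: seeding 17-24 h prior, 75-min 37 °C, 30-min RT dye loading; Detection: kinetic Fluo-8 calcium fluorescence measurement; Measure: % inhibition from peak post-agonist over basal fluorescence ratio; Benchmarks: vehicle and agonist controls.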
# CHO-K1 Ca ag = nonselective activator or artifact in parental CHO-K1 cells | activation, % at 3 µM | Fluo-8 calcium fluorescence; scaled to maximal ATP response, vehicle zero | AID 602248 | actives 0.48% (n = 360,000); in the data active = activation above about 15%;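 also: untransfected CHO-K1 host cells lacking M1 receptor as counterscreen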
# CHO-K1 Ca PAM = M1 PAM counterscreen hit in parental CHO-K1 cells; ATP EC20, Fluo-8 calcium fluorescence; 0% at ATP EC20, 100% at ATP max; actives 0.02% (n = 360,000); activation, % at 3 µM;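 active = activation above the run cutoff, the mean activation of all test compounds plus 3 SD, cut at about 40% in these data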;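 also: peak over basal fluorescence ratio in a 140 s read after ATP addition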
# Starred values were filed as active, the others as inactive; · = not tested or not shown.
no.	smiles	CHO parental Ca	OXTR potentiate	TAAR1 ag	V1aR counter	M1 ag	CHO-K1 Ca antag	TAAR1 antagonist	CHO-K1 Ca ag	CHO-K1 Ca PAM
1	CCOc1ccc(C(=O)CCC(=O)N2CCN(S(=O)(=O)c3cccc(F)c3)CC2)cc1	-20	0	-1	2.7	-3	-14	70*	3.8	1
2	CCN(CC)S(=O)(=O)c1ccc(Cl)c(C(=O)NCc2ccccc2Cl)c1	-23	-8	3	1.1	-4	-7	4	2.1	13
3	COCCN(C(=O)COC(=O)c1ccc(Br)o1)c1c(N)n(Cc2ccccc2)c(=O)[nH]c1=O	·	·	3	·	-1	-11	-17	0.7	12
4	O=C(Cc1ccc(F)cc1)NC1CCSC1=O (configuration not stated)	-11	0	10	0.8	-10	-1	-6	2.4	17
5	CCN(CC)c1ccc(C2C(C(C)=O)C(=O)CC(C)(O)C2C(C)=O)cc1 (configuration not stated)	-1	-3	10	-0.4	-6	-1	-4	2.9	4
6	Cc1ccc(C)c(NC(=O)c2cc(-c3ccccc3O)n[nH]2)c1	·	·	4	·	1	-8	26	6.6	-7
7	CCCOc1ccc(F)cc1-c1cc(C(=O)Nc2ccc(C)c(NS(C)(=O)=O)c2)[nH]n1	·	·	6	·	-3	8	35	2.6	-12
8	COc1ccc(-c2cnc3c(NC(C)=O)cc(-c4cc(F)ccc4OC)cn23)cc1OC	·	·	19	·	17*	-6	14	2.9	-2
9	COc1ccc(NC(=O)NNC(=O)c2ccc(-c3ccccc3)cc2)c(OC)c1	·	·	2	·	-4	-6	-6	-1.1	1
10	COc1ccc(/C=C/C(=O)OCC(=O)NC2CCCC(C)C2C)cc1S(=O)(=O)N1CCOCC1 (configuration not stated)	5	-5	3	-1.0	-2	-10	9	1.9	16
11	c1ccc(-c2nc(-c3ccco3)cs2)nc1	-20	1	3	1.1	-3	0	-8	0.5	18
12	COc1cccc(CNC(=O)C2CCCN(C(=O)c3ccc(Cl)cc3)C2)c1 (configuration not stated)	-14	-6	-1	-0.1	-3	-7	-15	0.3	6

# Given in transposed form: part of the list above
1	CCOc1ccc(C(=O)CCC(=O)N2CCN(S(=O)(=O)c3cccc(F)c3)CC2)cc1
2	CCN(CC)S(=O)(=O)c1ccc(Cl)c(C(=O)NCc2ccccc2Cl)c1
3	COCCN(C(=O)COC(=O)c1ccc(Br)o1)c1c(N)n(Cc2ccccc2)c(=O)[nH]c1=O
4	O=C(Cc1ccc(F)cc1)NC1CCSC1=O (configuration not stated)
5	CCN(CC)c1ccc(C2C(C(C)=O)C(=O)CC(C)(O)C2C(C)=O)cc1 (configuration not stated)
6	Cc1ccc(C)c(NC(=O)c2cc(-c3ccccc3O)n[nH]2)c1
7	CCCOc1ccc(F)cc1-c1cc(C(=O)Nc2ccc(C)c(NS(C)(=O)=O)c2)[nH]n1
8	COc1ccc(-c2cnc3c(NC(C)=O)cc(-c4cc(F)ccc4OC)cn23)cc1OC
screen / no. | 1 | 2 | 3 | 4 | 5 | 6 | 7 | 8
CHO parental Ca | -20 | -23 | · | -11 | -1 | · | · | ·
OXTR potentiate | 0 | -8 | · | 0 | -3 | · | · | ·
TAAR1 ag | -1 | 3 | 3 | 10 | 10 | 4 | 6 | 19
V1aR counter | 2.7 | 1.1 | · | 0.8 | -0.4 | · | · | ·
M1 ag | -3 | -4 | -1 | -10 | -6 | 1 | -3 | 17*
CHO-K1 Ca antag | -14 | -7 | -11 | -1 | -1 | -8 | 8 | -6
TAAR1 antagonist | 70* | 4 | -17 | -6 | -4 | 26 | 35 | 14
CHO-K1 Ca ag | 3.8 | 2.1 | 0.7 | 2.4 | 2.9 | 6.6 | 2.6 | 2.9
CHO-K1 Ca PAM | 1 | 13 | 12 | 17 | 4 | -7 | -12 | -2

# (listing goes on)
no.	smiles	CHO parental Ca	OXTR potentiate	TAAR1 ag	V1aR counter	M1 ag	CHO-K1 Ca antag	TAAR1 antagonist	CHO-K1 Ca ag	CHO-K1 Ca PAM
13	CCC1(C)OC(=O)NN(c2ccc(C)cc2)C1(C)O (configuration not stated)	-6	-9	-1	-0.8	-5	19	-26	0.2	-15
14	COc1cc([N+](=O)[O-])ccc1NC(=O)C1CCCN(S(C)(=O)=O)C1 (configuration not stated)	-10	-5	0	0.1	-6	-11	-7	0.3	4
15	O=C(O)CSCC(=O)N1CCCCC1	-15	-12	27	0.4	-2	8	11	-0.2	-12
16	O=C(NCC1CC1)C1(S(=O)(=O)c2ccccc2)CC=CC1	-5	-6	9	0.2	-4	-8	-2	0.2	14
17	O=C(C[n+]1ccc(C(=O)NCc2ccccc2)cc1)c1ccc(Cl)cc1	-1	-11	6	1.0	-6	-5	-1	0.3	-6
18	Fc1ccccc1CSc1nnc(Cn2cnc3ccccc32)n1-c1ccccc1	-16	-8	8	0.5	-9	-20	-11	1.1	18
19	Cc1cccc(Cn2nc(C)cc2NC(=O)Cn2cc([N+](=O)[O-])cn2)c1	-14	-6	6	3.4	-5	-17	-14	3.3	4
20	CCOC(=O)N1CCN(C(=O)C2CCN(S(=O)(=O)N(CC)CC)CC2)CC1	2	-2	1	0.5	-5	-12	8	0.7	6
21	c1ccc(CCc2nc(-c3cccnc3)no2)cc1	-14	-1	4	1.2	-1	1	16	0.2	7
22	O=C(CSc1nnc(-c2ccco2)o1)NC1CCCCCC1	-14	-7	3	-0.3	-5	-6	-5	0.2	16
23	Cc1[nH]n(-c2ccccc2)c(=O)c1C(c1cccc([N+](=O)[O-])c1O)c1c(C)[nH]n(-c2ccccc2)c1=O	-2	-9	8	12	-2	13	9	15*	11
24	CC1(C)Cc2cccc(OCC(=O)N3CCN(c4cccc(C(F)(F)F)c4)CC3)c2O1	-30	-2	1	-1.5	-3	7	44	2.4	6
25	COc1ccc(-n2nc(C(=O)NCC(=O)NCc3ccco3)c3ccccc3c2=O)cc1	-13	2	5	-0.4	-3	3	12	1.9	10
26	COc1cc(OC)cc(C(=O)NNC(=O)c2ccc3ccccc3n2)c1	·	·	1	·	-2	-2	-6	0.9	-5
27	COc1ccccc1Oc1coc2cc(O)ccc2c1=O	-7	-3	5	0.9	-3	-4	-11	0.9	15
28	COc1ccccc1/C=C(/C(=O)OCC(=O)Nc1ccccc1C)c1ccccc1	-19	-10	-2	-0.2	-6	-10	1	1.1	13
29	COc1cccc(Cn2c(Cn3c(-c4cnccn4)nc4ccccc43)nc3ccccc32)c1	·	·	1	·	·	-11	-4	3.1	16
30	COCCn1c(SCC(N)=O)nnc1-c1c[nH]c2ccccc12	-4	-3	2	0.7	1	5	7	0.0	11
31	CC1CCC(NC(=O)C2c3ccccc3C(=O)N2CCCN2CCOCC2)CC1 (configuration not stated)	-11	5	1	-0.2	-3	-10	3	0.4	21
32	CCC(CC)NC(=O)CN1CCN(S(=O)(=O)c2ccc(Br)s2)CC1	·	·	2	·	-2	-7	-4	2.1	12
33	Cc1cccc(C)c1NC(=O)CN(C)C(=O)c1cccc(S(=O)(=O)N2CCN(C)CC2)c1	-18	0	1	0.4	-1	15	-15	13	7
34	CCN(CC)CCCn1c(=S)[nH]c2ccc(Cl)cc2c1=O	-14	-6	1	0.4	-8	-14	13	0.8	26
35	CC(C)NC(=O)c1cc(C2CCCCN2C(=O)c2ccc(C(C)C)cc2)on1 (configuration not stated)	·	·	1	·	-7	-1	-13	3.5	1
36	Cc1ccc(C)c(OCc2cc(C(=O)NC3CCN(Cc4ccccc4)CC3)no2)c1	26	-9	18	9.2	3	4	9	15	-7
37	Cc1ccc(C)c(S(=O)(=O)N(C(=O)c2ccncc2)c2ccc(OC(=O)c3ccncc3)cc2)c1	-14	-6	3	-0.8	2	-4	-5	0.5	1
38	COC(=O)C(NC(=O)c1ccc(C)cc1)(Nc1cccc(C)n1)C(F)(F)F (configuration not stated)	-9	1	18	-1.2	-5	-4	-26	0.7	11
39	COc1ccc(OCC(O)CNS(=O)(=O)c2cccc(Cl)c2)cc1 (configuration not stated)	-4	-6	5	2.2	-4	8	1	0.3	-20
40	O=C(COc1cccc(F)c1)NNC(=O)Cc1ccc(Br)cc1	-14	-5	0	0.6	-4	-14	2	0.2	5
41	Cc1cc2ncn(S(=O)(=O)N3CCCCC3)c2cc1C	-14	-8	18	-1.2	-9	-17	17	1.5	22
42	Cc1nc(Nc2nc3c(c(=O)[nH]2)CCC3)nc2ccccc12	32	-2	·	-0.4	-5	-27	·	0.2	25
43	COc1ccc(C(C)NC(=O)c2ccoc2C)cc1OC (configuration not stated)	-15	7	19	0.3	-4	15	-2	-0.1	-12
44	Cc1ccccc1OCC(=O)NCC(c1ccco1)N1CCCCC1 (configuration not stated)	-9	-7	-3	-0.1	-7	8	-23	0.2	-13
45	CC1=NN(C(=O)Cn2nc([N+](=O)[O-])c(Br)c2C)C(O)(C(F)(F)F)C1 (configuration not stated)	-12	-1	2	-0.3	-5	-10	-5	-0.6	18
46	O=C(c1cccc(Cl)c1)N1CCC(=O)N([C@H](COCc2ccccc2)Cc2ccccc2)CC1	·	·	2	·	·	-4	10	1.3	0
47	CC(=O)Nc1ccc(CN2C(=O)C(C)(C)ON=C2c2ccc(C(F)(F)F)cc2)cc1	·	·	2	·	0	37*	-19	-0.3	-10
48	COC(=O)Nc1ccc(S(=O)(=O)N2CCCC(C(=O)O)C2)cc1 (configuration not stated)	-6	-28	9	0.8	-2	2	0	-0.1	-3
49	COC(=O)c1cn(NC(=O)c2ccncc2)c(=O)c2ccccc12	7	-7	9	-0.3	-1	-17	-13	0.3	-21
50	Cc1cccc(C(C(N)=O)c2ncc(C(F)(F)F)cc2Cl)c1 (configuration not stated)	-15	1	0	-0.5	-7	2	7	1.3	13
51	Cc1cc(=O)oc2cc(OC(C(=O)O)c3ccccc3)ccc12 (configuration not stated)	-4	-1	12	0.4	1	-9	1	-0.6	13
52	CCOc1cc(CO)cc(Br)c1OCC(=O)O	-4	-8	-1	0.1	-2	-7	1	0.4	15
53	O=C(CSc1nnc(-c2ccccn2)o1)Nc1ccccc1Cl	-9	-6	2	0.7	-2	-3	-2	0.7	24
54	COC(=O)c1cc(S(=O)(=O)N2CCN(Cc3ccccc3)CC2)cn1C	-10	-6	0	8.6	-2	-1	-21	0.0	5
55	O=C1c2ccccc2C(Nc2ccccc2)N1Cc1ccc2c(c1)OCO2 (configuration not stated)	-16	0	-3	-1.2	-5	5	5	0.2	9
